SUMO1 PPI mod – alters human SUMO1 binding to SIM partners | SUMO1 binding to a labelled peptide, TR-FRET, 1 h | inhibition, % at 20 µM | 0.33% of 360,000 active | P63165; in the data active = inhibition above about 37%
Target sequence (P63165 whole entry, looked up): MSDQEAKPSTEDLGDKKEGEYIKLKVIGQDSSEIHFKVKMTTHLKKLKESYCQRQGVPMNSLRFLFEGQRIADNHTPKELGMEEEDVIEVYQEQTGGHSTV
Rin1 Abl inh – inhibitors of human Rin1-Abl protein interaction. TR-FRET Rin1/Abl binding, biochemical. inhibition, % at 7.35 µM. 0.4% of 360,000 active. AID 588664; in the data active = inhibition above about 5%, passing the limit was not always enough
CSN inh – blocks human CSN-mediated cullin deneddylation; Q92905; AID 651999; 0.38% of 360,000 active; Purified CSN, SCF-Nedd8-OG deneddylation, fluorescence polarization; inhibition, % at 12.5 µM;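 active = pattern-corrected inhibition above about 35%, with an unprinted fluorescence ratio check between 0.5 and 1.5, limit read from the data, passing the limit was not always enough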;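 note: 0% = enzyme with substrate and 100% = substrate without enzyme; some results filed as inactive read as strong as hits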
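Assay system: purified human Csn5 enzyme expressed in HEK293T cells; measure: % inhibition; also added: SCFSkp2-Nedd8OG substrate at 10 nM final; technique: fluorescence polarization; times: reaction 90 min, room temperature; medium: Tris buffer pH 7.5, NaCl, DTT, Tween-20, trehalose, ovalbumin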
NadD inh – NadD (S. aureus) enzyme inhibition. AID 602399. 0.78% of 360,000 active. purified NadD enzyme, colorimetric absorbance read-out. inhibition, % at 20 µM; in the data active = inhibition above about 26%; note: some compounds past the cut are filed as inactive
DNMT1 inh – DNMT1 (human) enzyme inhibition | P26358 | DNMT1 molecular beacon, Hinp1I cleavage, fluorescence | inhibition (reported as % activation of signal), % at 10 µM | 0.83% of 360,000 active; in the data active = inhibition above about 50%
STEP inh – inhibitors of human striatal-enriched phosphatase STEP; recombinant STEP, OMFP fluorogenic substrate, fluorescence; inhibition, % at 20 µM; P54829; 0.25% of 360,000 active; AID 588621;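 active = inhibition at 20 µM, scaled per plate between control wells, above about 37%, limit read from the data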;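 note: 0% = DMSO with enzyme and substrate and 100% = substrate only without enzyme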
Target sequence (P54829 whole entry, looked up): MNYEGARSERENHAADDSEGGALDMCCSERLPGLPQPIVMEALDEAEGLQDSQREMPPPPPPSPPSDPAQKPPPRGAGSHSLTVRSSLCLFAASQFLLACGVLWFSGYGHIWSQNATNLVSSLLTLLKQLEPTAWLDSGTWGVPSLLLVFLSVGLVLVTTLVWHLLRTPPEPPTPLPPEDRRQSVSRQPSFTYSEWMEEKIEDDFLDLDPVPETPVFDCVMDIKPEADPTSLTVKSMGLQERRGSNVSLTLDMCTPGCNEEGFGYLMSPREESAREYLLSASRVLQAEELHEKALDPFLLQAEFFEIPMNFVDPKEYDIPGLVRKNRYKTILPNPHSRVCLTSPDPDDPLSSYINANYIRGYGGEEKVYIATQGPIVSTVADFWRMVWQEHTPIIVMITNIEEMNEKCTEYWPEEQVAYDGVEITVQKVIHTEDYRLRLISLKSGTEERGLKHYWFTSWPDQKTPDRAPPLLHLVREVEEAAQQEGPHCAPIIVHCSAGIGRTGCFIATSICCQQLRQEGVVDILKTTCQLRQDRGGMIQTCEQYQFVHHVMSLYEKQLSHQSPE
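Also added – OMFP at 25 µM · Test system – STEP tyrosine phosphatase · Technique – FITC-channel fluorescence of OMFP product · Schedule – 20 min at room temperature, dark · Evaluation – control-normalized % inhibition with plate pattern correction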
LMPTP inh – LMPTP (human) inhibition; P24666; recombinant LMPTP-A, OMFP fluorogenic substrate, fluorescence intensity; inhibition, % at 20 µM; 0.22% of 360,000 active;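 active = compounds that cut the enzyme signal by at least half of the control window in the single-dose screen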;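 note: plate controls were DMSO wells with enzyme plus substrate for no effect and substrate without enzyme for full effect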
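Test system – LMPTP-A phosphatase enzyme · Quantity – 0.625 nM LMPTP-A final · Reagent – OMFP substrate, 400 µM final · Dosing – one test concentration per compound, 20 µM, with 3% DMSO overall · Timing – 50 min enzyme reaction at room temperature, protected from light · Detection – fluorescence intensity · Controls – substrate-only low control, DMSO enzyme-plus-substrate high control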
Rpn11 block – Rpn11 (human) deubiquitinase inhibition. O00487. human 26S proteasome, Ub4-pepOG fluorescence polarization; 20S core pre-blocked with epoxomicin. calls only at 20 µM. 0.59% of 360,000 active. AID 588493;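 active = inhibition at 20 µM, scaled to each plate's controls, above about 33%, limit read from the data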
Target sequence (O00487 whole entry, looked up): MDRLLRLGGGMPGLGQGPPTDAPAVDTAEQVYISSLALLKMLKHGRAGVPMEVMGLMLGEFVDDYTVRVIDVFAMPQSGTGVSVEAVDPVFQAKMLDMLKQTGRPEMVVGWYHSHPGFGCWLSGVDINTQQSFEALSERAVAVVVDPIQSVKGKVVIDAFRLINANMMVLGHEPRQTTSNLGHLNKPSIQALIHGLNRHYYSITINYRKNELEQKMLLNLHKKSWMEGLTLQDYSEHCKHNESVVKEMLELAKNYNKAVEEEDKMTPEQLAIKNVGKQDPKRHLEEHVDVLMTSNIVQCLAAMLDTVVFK
Scp-1 inhibitor – inhibitors of human Scp-1 phosphatase; Q9GZU7; Recombinant Scp1, phosphopeptide, malachite green phosphate absorbance; inhibition, % at 20 µM; 0.88% of 340,000 active;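 active = inhibition above about 50% at 20 µM, limit read from the data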;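 note: plate controls were DMSO wells with enzyme for no effect and wells lacking enzyme for full effect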
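Material – SCP-1 phosphatase catalytic domain, residues 76-261 · Buffer or medium – Acidic Tris acetate buffer with magnesium and detergent · Also added – Phospho 17-mer peptide substrate · Compound – single 20 µM dose, 1% DMSO · Times – 45 min room-temperature reaction, 5 min colour, 30 min stabiliser · Technique – Phosphate-binding colour reagent, absorbance read at 630 nm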
Neddylation inh – cullin neddylation inhibition; P61081+Q13564; TR-FRET cullin neddylation, biochemical; calls only at 25 µM; 0.58% of 360,000 active; in the data active = inhibition above about 36%
Active calls of the source: *; i = inactive; / = not tested or not shown; + = active, no number. Compounds as they come; about 3.8% have a hit in one of these screens.

Every second line gives: SUMO1 PPI mod, Rin1 Abl inh, CSN inh, NadD inh, DNMT1 inh, STEP inh, LMPTP inh, Rpn11 block, Scp-1 inhibitor, Neddylation inh
COC(=O)c1nc2n(n1)C(c1cc(OC)ccc1OC)C(C(=O)OC1CCCCC1)=C(C)N2 (stereo not drawn)
    -1, -1, -3, 3, 1, 0, 0.1, i, -9, i
COc1ccc(COC(=O)c2cc([N+](=O)[O-])ccc2N2CCOCC2)cc1F
    -32, -5, 1, -14, 0, 2, 1.1, i, -7, i
CC(=O)OC(C)(C)/C=C/C(=O)[C@](C)(O)C1[C@H](O)C[C@@]2(C)C3CC=C4C(C=C(O[C@@H]5O[C@H](CO)[C@@H](O)[C@H](O)[C@H]5O)C(=O)C4(C)C)[C@]3(C)C(=O)C[C@]12C (stereo partly drawn)
    3, 5, 4, 4, 4, 1, 2.3, i, 7, i
Cc1ccc2c(Cl)c(C(=O)NCC3CCCO3)sc2c1 (stereo not drawn)
    -9, -7, -1, 3, 0, -3, -2.2, i, 2, i
CCOc1c(C)cnc2c1c(=O)n(Cc1ccccc1F)c(=O)n2C
    9, 2, 0, 4, 1, -3, 0.2, i, -3, i
Nc1ccccc1S(=O)(=O)NCCCCc1ccccc1
    -2, -3, 1, -4, 0, 0, 1.0, i, -4, i
CCOc1ccccc1N(CC(=O)Nc1ccccc1C(=O)O)S(C)(=O)=O
    2, 6, -4, 3, 4, 2, -1.1, i, 46, i
O=C(CSc1nnc(CCCO)n1-c1ccccc1)NCCc1ccccc1
    1, -1, 1, -2, 3, 3, -0.9, i, -6, i
N#C/C(=C\Nc1ccccc1SC(F)(F)F)c1nc(-c2ccccc2)cs1
    -1, 1, -2, -1, -3, 2, 1.7, i, -3, i
CC(NS(=O)(=O)c1ccccc1)C(c1cccs1)N1CCOCC1 (stereo not drawn)
    1, -2, 4, 2, -3, -2, -1.4, i, -8, i
CCn1ncc(NC(=S)Nc2ccc(OC)c(OC)c2)c1C(N)=O
    -4, -4, 4, 1, -2, -2, 2.5, i, -1, i
COc1ccc(CC2S/C(=C(\C#N)C(=O)NCc3ccco3)N(c3ccc(C)cc3)C2=O)cc1 (stereo not drawn)
    -3, 1, -1, 10, 2, -3, -1.1, i, -11, i
O=C1OCCC1Sc1nnc(-c2cccnc2)n1-c1ccccc1F (stereo not drawn)
    2, 7, 1, -5, 19, 1, 1.1, i, -1, i
CCC(C)NC(=O)Cn1c(=O)n(-c2ccccc2)c(=O)c2ccc(C(=O)NCc3ccco3)cc21 (stereo not drawn)
    -1, -4, 2, 5, -4, 1, -0.9, i, -6, i
Cc1ccc(NC(=O)NC2CCCCCCC2)c(C)c1
    5, 0, 4, -6, 3, 1, -0.4, i, 4, i

Every second line gives: SUMO1 PPI mod, Rin1 Abl inh, CSN inh, NadD inh, DNMT1 inh, STEP inh, LMPTP inh, Rpn11 block, Scp-1 inhibitor, Neddylation inh
CCN(CC)S(=O)(=O)c1ccc(N2CCCC2)c(NC(=O)C2CCCCC2)c1
    -1, 1, -1, -5, 1, -2, -0.6, i, -16, i
CC(C)(C)c1cc(CCC(=O)NN)cc(C(C)(C)C)c1O
    4, 6, -6, -6, -4, -1, -1.7, i, -4, i
COc1ccc(Cc2c(-c3cccc(Br)c3)nc3c(C)cc(Br)cn23)c(C)c1
    -8, -2, 6, 12, -3, 4, 2.8, i, /, i
Cc1cc(SCC#N)n2nc(C)c(-c3ccc(Cl)cc3)c2n1
    0, 0, 0, 0, -7, 2, 3.0, i, -3, i
CNS(=O)(=O)c1cccc(C(=O)OCc2cc(Cl)cc3c2OCOC3)c1
    0, 4, 1, -7, -9, -1, 0.9, i, -5, i
OCCNCc1c(OCc2ccc(Cl)cc2)ccc2ccccc12
    -20, -4, 1, -1, 3, -2, 2.0, i, -6, i
COc1ccc(C(c2c(NC(=O)c3ccccc3)sc(C)c2C)N2CCN(CCO)CC2)cc1 (stereo not drawn)
    1, 1, -3, -4, 5, -1, -0.7, i, -5, i
O=C(/C=C/c1ccc(O)cc1)OCc1occc(=O)c1O[C@@H]1OC(CO)[C@@H](O)[C@H](O)[C@@H]1O (stereo partly drawn)
    -5, 4, 106, 1, 8, -2, -0.8, i, 3, i
CCCC1(CCC)NC(=O)N(CC(=O)Nc2ccc3c(c2)OCCO3)C1=O
    -5, 2, 1, -3, -7, -1, -1.9, i, -18, i
CCOC(=O)C1=C(C)N=c2s/c(=C\c3ccc(OCC(=O)O)cc3)c(=O)n2C1c1ccc(Cl)cc1 (stereo not drawn)
    1, 0, 32, 16, 8, 34, 17, +, 31, i
NC(CO)(CO)COCc1ccccc1
    -2, 2, -4, 3, -1, 7, -0.6, i, -14, i
O=C(CSc1ccc(-c2cccnc2)nn1)N1CCCCC1
    5, 2, 1, -8, -1, -2, -0.9, i, -2, i
Cn1c(=O)n(Cc2ccccc2)c(=O)c2c1nc1n2CCCN1C1CCCCC1
    7, 0, -2, 3, 1, -2, -1.1, i, 4, i
CN(Cc1ccccc1)C(=O)C(C(=O)c1ccc(F)cc1)n1cc(Cl)ccc1=O (stereo not drawn)
    5, 2, 3, -12, -11, 0, 0.4, i, -10, i
Clc1ccc(Nc2ncnc3c2cnn3-c2ccccc2)cc1
    3, 0, 4, -3, -7, 0, 3.0, i, -5, /

Every second line gives: SUMO1 PPI mod, Rin1 Abl inh, CSN inh, NadD inh, DNMT1 inh, STEP inh, LMPTP inh, Rpn11 block, Scp-1 inhibitor, Neddylation inh
O=C(O)C1Cc2ccccc2CN1C(=O)COc1ccc(Br)cc1 (stereo not drawn)
    20, 0, -3, -2, 10, 5, -1.1, i, 53*, i
COc1ccc(NC(=O)COC(=O)CCc2ccc(S(=O)(=O)N3CCOCC3)cc2)cc1Cl
    8, 5, 5, 1, 9, 1, 0.0, i, 8, i
COc1ccc(CNC(=S)N/N=C(/C)c2ccccc2)cc1
    0, -2, -2, 2, -7, 0, 3.2, i, -4, i
CS(=O)(=O)c1ccc2nc(NC(=O)C3CC3)sc2c1
    5, 1, 3, 2, 1, -2, -1.7, i, -23, i
Cc1c(C(=O)c2ccc(F)cc2F)c2ccccn2c1CCc1ccccn1
    -12, -4, -3, 0, -9, 1, 1.7, i, /, i
CCC(C)NC(=O)CS(=O)(=O)Cc1nc(-c2cccc(OC)c2)oc1C (stereo not drawn)
    1, -1, -2, -7, 0, 1, -1.7, i, -14, i
COc1ccc(Cl)cc1-c1cc(C(=O)Nc2ccccc2)[nH]n1
    6, 2, 1, -2, -3, -7, -1.3, i, /, i
CC1=C(C(=O)OCc2ccccc2)C(c2ccsc2)NC(=O)N1C (stereo not drawn)
    1, 4, 0, -1, 6, -3, -0.9, i, 1, i
Cc1cc([N+](=O)[O-])nn1CC(=O)NCc1ccc(Cl)cc1
    -5, -2, 1, -5, 1, -2, -1.4, i, -7, i
CCN(CC)S(=O)(=O)c1cc([N+](=O)[O-])ccc1N1CCC(C(N)=O)CC1
    -26, -4, 0, 1, 0, 1, -1.2, i, 0, i
O=C(NC(=S)NCc1ccccc1)c1ccccc1
    -1, 4, -4, -6, 3, 0, 0.9, i, -10, i
COC(=O)c1n[nH]n(-c2cc(Cl)cc(Cl)c2)c1=O
    5, 2, 1, -2, -1, 2, 0.1, i, -7, i
COCCn1c(-c2ccc(-c3ccc([N+](=O)[O-])cc3Br)o2)nc2c1c(=O)[nH]c(=O)n2CC(C)C
    -8, -6, 21, 44*, 70*, 0, 3.9, /, -7, i
CC(C)n1nnnc1C1c2ccccc2C(=O)N1Cc1ccc(F)cc1 (stereo not drawn)
    -3, /, -1, -5, /, /, -1.1, /, /, i
O=C(Nc1ccc(F)cc1)C(c1ccncc1)N1CCN(c2cccc(C(F)(F)F)n2)CC1 (stereo not drawn)
    4, /, 1, /, /, /, 2.3, /, /, i

Every second line gives: SUMO1 PPI mod, Rin1 Abl inh, CSN inh, NadD inh, DNMT1 inh, STEP inh, LMPTP inh, Rpn11 block, Scp-1 inhibitor, Neddylation inh
O=C(COC(=O)c1cccnc1)Nc1cccc(Cl)c1
    -2, -1, -1, -3, -7, 0, -2.4, i, -5, i
Cc1ccc(C2=CSC3=NCCN23)cc1
    6, 1, 3, -5, -2, 4, -0.4, i, -10, i
O=[N+]([O-])c1cccc(CSc2ncnc3ccccc23)c1
    -15, -1, -1, -16, -4, 5, 2.1, i, 16, i
COC(=O)c1ccc(-c2nc3ccccc3[nH]2)cc1
    5, 0, -11, -1, 10, 0, 0.9, i, -1, /
CC1CC(C)CN(C(=O)COC(=O)c2cc3ccccc3oc2=O)C1 (stereo not drawn)
    -19, 1, 4, 2, 4, 3, -1.0, i, 3, i
CCC(C)NC(=O)c1ccc(NS(=O)(=O)c2ccc3[nH]c(=O)[nH]c3c2)cc1 (stereo not drawn)
    3, 1, 0, 4, 1, 0, 0.2, i, -4, i
C=CCOc1ccccc1CN1CCC(C(=O)Nc2cccc(-c3ccn[nH]3)c2)CC1
    -4, 4, -1, -3, -8, -2, 2.5, i, -1, i
CCC(C)C(NC(=O)OCc1ccccc1)C(=O)NCC(c1ccccc1)N(C)C (stereo not drawn)
    -3, 0, 1, 2, -1, -2, -0.3, i, -5, i
O=C(CCCNS(=O)(=O)c1cccc2nsnc12)NCCN1CCN(c2ccccc2F)CC1
    -18, -3, -1, -6, 8, 0, 1.0, i, 3, i
CCOC(=O)C1CCN(C(=S)Nc2cc(C)ccc2C)CC1
    -2, -1, -11, -1, 2, 2, 0.8, i, 0, i
Cc1ccc2c(Cl)c(Cc3ccccc3)c(=S)[nH]c2n1
    -4, 0, 2, 3, -13, -1, 2.6, i, 8, i
Cn1c(SCC(=O)NCc2cccs2)nnc1-c1ccc(S(=O)(=O)N2CCCC2)cc1
    0, -1, -3, 2, -12, -2, -1.0, i, -2, i
C=CCNC(=O)c1cc2c(=O)n3ccccc3nc2s1
    -23, -2, 3, -2, 0, -2, -1.3, i, 2, /
CCN(CC)CCNC(=O)CCCNC(=O)Cn1cnc2sc(C)c(C)c2c1=O
    4, 0, 1, -5, 4, -10, 0.1, i, -7, i
Cc1cc(NC(=O)c2ccccc2F)cc(C)c1OCC(=O)N1CCOCC1
    -1, 4, -4, 3, 1, 2, -0.1, i, -6, i
COc1ccc2c(C)cc(SCC(=O)N3CCOCC3)nc2c1
    1, 0, 20, -2, 1, -5, -0.1, +, 3, i

An excerpt from above, limited to Neddylation inh.
SMILES	Neddylation inh
O=C(CCCNS(=O)(=O)c1cccc2nsnc12)NCCN1CCN(c2ccccc2F)CC1	i
CCOC(=O)C1CCN(C(=S)Nc2cc(C)ccc2C)CC1	i
Cc1ccc2c(Cl)c(Cc3ccccc3)c(=S)[nH]c2n1	i
Cn1c(SCC(=O)NCc2cccs2)nnc1-c1ccc(S(=O)(=O)N2CCCC2)cc1	i

Screening data from PubChem BioAssay.
